# S1P4 antag – S1P4 receptor antagonists, primary screen, cell-based; Sphingosine 1-phosphate receptor 4 (Homo sapiens), O95977; S1P4-expressing cells, antagonist mode, reporter read-out; inhibition, % at 4.98 µM; 0.26% of 220,000 active; AID 1510, 2009; in the data active means inhibition above about 29%;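 further: 0% = wells stimulated with agonist and 100% = vehicle wells without agonist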
# S1P4 ag – S1P4 receptor agonists, primary screen, cell-based | activation, % at 4.98 µM | S1P4-expressing cell line, agonist reporter assay | Sphingosine 1-phosphate receptor 4 (Homo sapiens), O95977 | 0.35% of 220,000 active | AID 1509, 2009; in the data active means activation above about 11%;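 further: 0% = DMSO vehicle and 100% = reference agonist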
# RBBP9 inhibitor – human RBBP9 inhibitors, primary screen, biochemical, fluorescence polarization, FP-Rh probe, HTS. 0.2% of 220,000 active. AID 1515, 2009. recombinant RBBP9. inhibition, % at 7.94 µM;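 active means inhibition above the campaign mean of all tested compounds plus 3 SD, cut at about 14% in these data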;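 further: plate controls were DMSO wells with RBBP9 for no effect and wells lacking RBBP9 protein for full effect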
#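 Measured by: FP readout at 525/598 nm; material: recombinant human RBBP9; also added: Serine-hydrolase probe FP-Rh, 375 nM pre-mixing; medium: Tris buffer pH 8.0, NaCl, Pluronic; replication: one well per compound; doses: one concentration, 7.94 µM nominal, 0.794% DMSO; timing: preincubation 30 min plus labeling 45 min at 25 °C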
# NPY-Y1 antag – NPY-Y1 receptor antagonists, primary screen, cell-based | HEK293-CNG Y1 cells, membrane potential fluorescence; NPY at EC95, then isoproterenol | inhibition, % at 3.6 µM | 1% of 200,000 active | AID 1040, 2008;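 active means inhibition above the campaign mean inhibition of all tested compounds plus 3 SD, cut at about 20% in these data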;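 further: 0% = DMSO wells given NPY plus isoproterenol and 100% = isoproterenol alone without NPY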
# Target sequence (P25929 whole entry, looked up): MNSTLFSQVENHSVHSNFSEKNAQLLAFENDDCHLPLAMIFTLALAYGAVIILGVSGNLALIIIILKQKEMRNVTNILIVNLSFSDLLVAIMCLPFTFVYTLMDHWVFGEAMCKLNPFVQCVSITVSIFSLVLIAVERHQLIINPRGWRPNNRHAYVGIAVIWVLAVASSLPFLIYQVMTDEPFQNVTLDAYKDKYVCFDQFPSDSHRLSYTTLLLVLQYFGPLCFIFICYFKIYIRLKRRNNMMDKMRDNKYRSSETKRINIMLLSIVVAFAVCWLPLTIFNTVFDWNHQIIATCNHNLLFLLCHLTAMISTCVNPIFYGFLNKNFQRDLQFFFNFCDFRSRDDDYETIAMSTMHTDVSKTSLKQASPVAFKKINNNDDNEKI
#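 Material: Y1- and CNG-channel-expressing HEK293 cells / Probe or stimulus: NPY 25 nM then isoproterenol 1 µM plus Ro 20-1724 25 µM / Doses: 3.6 µM single dose, DMSO 0.4% / Schedule: compound incubation 1 h at room temperature, readout 45 min post-stimulation / Signal: membrane potential fluorescence / Benchmarks: isoproterenol-only wells as full block versus NPY-plus-isoproterenol wells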
# Runt-CBFb FRET – inhibitors of RUNX1 Runt–CBFb binding, primary screen, biochemical, FRET, Cerulean-Runt, Venus-CBFb, uHTS; Cerulean-Runt/Venus-CBFb FRET ratio 530/480, 1 h; inhibition, % at 20 µM; 0.46% of 220,000 active; AID 1496, 2009;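 active means inhibition over about 50% at 20 µM in the single-dose screen, limit read from the data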;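 further: 0% = DMSO wells and 100% = excess unlabeled CBFb competitor control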
#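 Buffer or medium: Tris pH 7.5 buffer with BSA. Assay system: Cerulean-labeled Runt domain protein. Amount: each fluorescent fusion protein 100 nM. Read-out basis: loss of energy transfer signal. Incubation: 1 h compound exposure, room temperature. Probe or stimulus: Venus-CBFb binding partner, 100 nM. Detection: FRET, excitation 422 nm, emission at 530 and 480 nm.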
# NPY-Y2 PAM-ag – NPY-Y2 potentiators or agonists, primary screen, cell-based | cells expressing NPY-Y2, potentiator/agonist read-out | activation, % at 3.6 µM | Neuropeptide Y receptor type 2 (Homo sapiens), P49146 | 0.45% of 220,000 active; in the data active means activation above about 27%;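 further: cells stimulated with NPY near EC25 plus isoproterenol at EC100; 0% = vehicle plus submaximal agonist and 100% = vehicle plus saturating agonist; some results beyond the cut were filed as inactive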
# Target sequence (P49146 whole entry, looked up): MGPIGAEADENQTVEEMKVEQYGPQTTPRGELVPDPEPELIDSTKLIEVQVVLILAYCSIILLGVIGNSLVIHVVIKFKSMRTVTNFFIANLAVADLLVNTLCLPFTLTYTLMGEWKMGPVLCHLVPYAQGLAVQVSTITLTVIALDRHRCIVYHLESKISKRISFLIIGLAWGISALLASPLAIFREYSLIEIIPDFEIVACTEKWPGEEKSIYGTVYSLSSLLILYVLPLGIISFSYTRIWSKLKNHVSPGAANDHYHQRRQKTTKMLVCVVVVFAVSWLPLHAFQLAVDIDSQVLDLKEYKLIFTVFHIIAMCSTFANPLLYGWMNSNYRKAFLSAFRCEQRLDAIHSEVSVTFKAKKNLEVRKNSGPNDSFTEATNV
# NPY1 pot ag – NPY-Y1 receptor potentiators or agonists, primary screen, cell-based | AID 1304, 2008 | 0.37% of 220,000 active | NPY-Y1 expressing cells, potentiator/agonist activation | activation, % at 3.6 µM | Neuropeptide Y receptor type 1 (Homo sapiens), P25929; in the data active means activation above about 33%, passing the limit was not always enough;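 further: cells stimulated with NPY at EC10 then isoproterenol at EC100; 0% = low agonist plus stimulus and 100% = saturating agonist plus stimulus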
# BaF3 tox – parental Ba/F3 cell viability inhibition, counter-screen for JAK2V617F inhibitor project, murine pro-B, CellTiter-Glo luminescence; 1.1% of 220,000 active; CellTiter-Glo ATP luminescence; inhibition, % at 5.6 µM;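 active means inhibition above a per-campaign cutoff, the mean inhibition of all tested compounds plus 3 SD, cut at about 27% in these data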;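 further: 0% = DMSO wells and 100% = JAK Inhibitor I control wells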
# Ba/F3 V617F tox – reduced viability of JAK2V617F-dependent Ba/F3 cells, primary screen, JAK2V617F inhibitor project, cell-based, Ba/F3 EpoR-JAK2V617F, luminescence; 1.1% of 220,000 active; ATP luminescence; inhibition, % at 5.6 µM;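 active means inhibition above the campaign mean plus 3 SD over all tested compounds, cut at about 24% in these data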;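 further: cytokine-independent growth of Ba/F3 cells driven by EpoR plus mutant JAK2; 0% = DMSO-treated cells and 100% = JAK inhibitor I control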
# * hit, by the source's call; . = no result given.
SMILES,S1P4 antag,S1P4 ag,RBBP9 inhibitor,NPY-Y1 antag,Runt-CBFb FRET,NPY-Y2 PAM-ag,NPY1 pot ag,BaF3 tox,Ba/F3 V617F tox
NC(=S)c1cc2ccc(O)cc2oc1=O,-40,67*,-4,3,9,-4,-13,0,1
CN1CCC(C2(O)c3ccccc3CCc3ccccc32)CC1,-3,0.2,1,11,-3,-2,-14,5,-3
CC(=O)OC(C)CS(=O)(=O)c1ccccc1 (configuration not stated),11,-2.4,-4,-1,-2,13,10,-1,-5
CCN(CC)CCNC(=S)NC(=O)c1cn(-c2ccccc2)nc1-c1ccc(OC)cc1,-12,0.2,-6,26*,-1,-43,-43,2,-1
CCOC(=O)c1cnc2c(C)c(C)ccc2c1Nc1ccc(S(=O)(=O)Nc2ncccn2)cc1,-12,1.2,-5,-1,4,4,-33,7,2
COc1ccc(C2C(C(=O)NCc3cccnc3)c3cc(OC)c(OC)cc3C(=O)N2C)cc1 (configuration not stated),4,-2.6,-2,-2,-4,11,-13,4,-1
CCOc1cnc(-c2c(-c3c(Cl)cccc3Cl)noc2C)o1,-2,2.8,-7,2,-2,4,-4,8,3
CS(=O)(=O)N(Cc1ccccc1)c1ccc(C(=O)N2CCc3ccccc3C2)cc1,-4,-0.3,-5,6,.,-4,-5,1,-2
Cc1ccc(NC(=O)c2ccc(NCc3ccc(F)cc3)nc2)cc1,-13,1.3,-9,-2,-3,3,-2,-2,-1
O=C(CCNC(=O)c1ccc(Br)o1)NCc1ccccn1,1,-1.8,-8,1,.,10,-4,-2,-5
O=C(CCc1nc(-c2ccccc2Cl)no1)NCC1CCCO1 (configuration not stated),2,-0.8,-6,6,2,-5,-18,2,0
COc1ccc2oc(=O)c(C(=O)O)cc2c1,-6,1.0,9,9,3,-9,-39,8,7
CCCCCC(=O)NNC1CC(=O)N(c2ccccc2)C1=O (configuration not stated),-14,2.5,4,.,1,7,2,-2,-3
N#CCc1nc(CSc2nc3ccccc3o2)cs1,3,-0.3,-3,3,-4,-16,-14,8,3
CCOc1ccc(NC(=O)c2ccc(NC(=O)c3ccc(CN4CCOCC4)cc3)cc2)cc1,-3,-0.3,6,.,2,7,-4,0,2
Cc1cccc(N(CC(=O)N/N=C/c2cc([N+](=O)[O-])ccc2Cl)S(C)(=O)=O)c1C,12,0.3,-1,6,-4,-7,11,2,-6
CC1(C)CC(C(CC(=O)Nc2nccs2)c2ccccc2)CCO1 (configuration not stated),-5,-0.5,1,6,0,-14,1,8,-2
COC(=O)CN(c1cc(Cl)ccc1OC)S(=O)(=O)c1ccc(OC)c(OC)c1,-25,1.0,-9,0,8,8,12,3,2
COc1ccc(-c2cc(=O)oc3c(C)c(OCc4nn[nH]n4)ccc23)cc1,-4,-0.1,-5,10,-8,8,7,5,-1
Cc1c(C(=O)OC2CCCCC2)sc2nc[nH]c(=O)c12,-6,2.4,-1,4,-3,-7,-39,1,-6
[O-][n+]1c2c(nc3c1-c1ccccc1C3O)CCCC2 (configuration not stated),-21,2.4,-11,5,.,0,12,3,-3
Cc1ccc(NC(=O)C[n+]2cc(-c3ccc(C)cc3)n3c2CCC3)cc1,-3,-1.3,-1,.,0,7,6,-1,-4
CN1CCCN(C(=O)CC2(CC(=O)O)CCCCC2)CC1,7,-0.2,-7,.,0,7,-22,-1,1
Cc1ccc(-n2nnnc2SCC(=O)Nc2sccc2C#N)cc1,-14,0.8,-3,3,-3,-3,-20,5,3
Cc1ccc(C(=O)N/C(=C/c2ccccc2)C(=O)NCC2CCCO2)cc1 (configuration not stated),12,1.4,1,-2,0,-3,11,9,4
O=C(COC(=O)c1n[nH]c2ccccc12)NC(=O)NC1CCCCC1,-11,1.2,-5,8,-2,-31,-13,1,-4
O=C(c1cn(-c2ccccc2)nc1-c1ccc(Cl)s1)N1CCOCC1,-18,0.1,-2,-7,-4,19,-6,-1,-2
N#Cc1nc(-c2ccco2)oc1NCCN1CCOCC1,-2,0.5,-5,-5,1,-12,-4,3,1
CC(CC(=O)N1CCN(c2ccccc2)CC1)c1ccccc1 (configuration not stated),-17,-0.4,-2,3,8,3,-7,-2,-4
COCCNC(=O)NC(=O)COC(=O)c1cccn1C,3,1.8,-5,-4,2,0,-3,6,-2
COc1ccccc1-c1coc2c(CN3CCN(CCO)CC3)c(O)ccc2c1=O,3,0.7,-10,-1,.,9,3,-2,-3
COc1cc(/C=N/Nc2nc3ccccc3[nH]2)ccc1O,-6,0.0,7,3,3,-4,-7,5,-4
Cc1nc(NC(=O)CSc2ccc(-c3nc4ccccc4[nH]3)cn2)sc1C,-9,-0.1,-6,-5,1,-2,-25,5,0
Oc1ccc(/C=N\Nc2cc(N3CCOCC3)nc(N3CCOCC3)n2)c(O)c1,0,-0.5,-6,1,-1,2,-2,6,0
Cn1c(=O)n(Cc2ccco2)c(=N)c2c3c(sc21)CCC3,0,-1.2,3,5,6,-3,-5,7,4
O=C(COc1ccc(F)cc1)NC1CC1,-5,-0.2,-2,10,2,-16,9,8,1
COc1ccccc1N1C(=O)CC(Nc2ccc(N3CCOCC3)cc2)C1=O (configuration not stated),-11,0.8,-4,-1,16,-11,-2,6,-1
O=C(/C=C/c1cccc(OCc2ccccc2)c1)c1cccnc1,6,1.4,-6,-1,-4,-4,-25,2,-3
Cc1cccc(N2C(=O)CC(N(O)c3ccccc3)C2=O)c1 (configuration not stated),-5,0.3,-5,-1,-1,6,-12,1,-1
CCN(CC(=O)Nc1ccccc1OC)C(=O)Cn1cnc2ccccc2c1=O,-31,0.3,-8,-4,-1,3,18,1,-1
CCOC(=O)c1ccc2c(c1)C1C=CCC1C(C(=O)O)N2 (configuration not stated),-14,-0.8,7,-2,3,2,4,9,2
CCOc1ccc(Nc2nc(N3CCCCC3)nc(N3CCCCC3)n2)cc1,-3,-0.3,-5,0,1,-11,7,3,2
CCOc1ccc(S(=O)(=O)NCCC2=CCCCC2)c2ccccc12,-7,-1.4,-11,7,-1,-17,8,9,3
COc1ccc(/C=C2\CCCC3C2=NN(C(=O)CSc2n[nH]c(N)n2)C3c2ccc(OC)cc2)cc1 (configuration not stated),10,-1.8,-5,-1,-3,-62,-65,4,4
CCCNC(=O)COc1ccc(S(=O)(=O)Nc2ccc(C)cc2)cc1,-1,1.4,-2,9,-1,-5,-8,7,4
O=C(O)c1ccc(N2C(=O)/C(=C\c3ccccc3)N=C2c2ccccc2)cc1,-2,0.2,0,.,7,-1,34,-6,-1
CNC(=O)CN1C(=O)CSc2ncccc21,-7,0.4,-8,-2,0,4,2,5,-5
COc1ccc(C(=O)NNC(=O)CCC(=O)Nc2cc(C)on2)cc1,-13,-2.6,0,1,1,9,3,7,2
COc1cc2c(cc1OC)-c1nnnn1C(C)(C)C2,-30,3.3,-10,-1,2,15,2,3,-1
CCN(CC(=O)Nc1ccc(NC(C)=O)cc1)C(=O)/C=C/c1cccs1,-13,1.2,-5,2,1,2,-2,7,2
CCOC(=O)Cc1csc(NC(=O)c2c(O)c3c(n(CC(C)C)c2=O)CCCC3)n1,9,1.7,-8,.,3,-10,-38,0,3
CCS(=O)(=O)N1CCN(c2ccc(C(=O)N3CCOCC3)cc2[N+](=O)[O-])CC1,3,-0.7,-2,.,-1,-14,3,8,3
C=CCn1c(O)c(CN2CCCCC2)c(C)c(C#N)c1=O,4,-0.3,11,2,-9,-16,-14,7,3
COc1cc(/C=N/NC(=O)CN(Cc2ccco2)S(=O)(=O)c2ccccc2)ccc1O,-16,0.4,-4,4,1,9,-13,3,-1
CC(=O)OCC(=O)[C@@]1(OC(C)=O)[C@@H](C)C[C@H]2[C@@H]3C[C@H](F)C4=CC(=O)C=C[C@]4(C)[C@@]3(F)[C@@H](O)C[C@@]21C,-10,0.1,-10,1,-4,9,4,6,11
CCOc1ccc(-n2c(C)nnc2SCC(=O)N(CC)CC)cc1,-6,-2.0,-5,2,3,0,-16,4,-3
